Screening results from PubChem BioAssay.
Pol iota inh: inhibitors of human DNA polymerase iota; Q9UNA4; Pol iota fluorescent replication assay, 10 min; Potency, µM (top dose mostly 115 µM), for inactives: top-dose activity, negative = inhibition, hits mostly inhibitors; actives 1% (n = 390,000)
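Pol iota at 10 nM preincubated 15 min with compounds at room temperature; reaction started with fluorescent substrate, 50 nM final. Fluorescence read kinetically at 0 and 10 min; buffer-only wells as negative control.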
GLS inhibitor: inhibitors of human glutaminase (GLS). O94925. GLS enzymatic activity, qHTS titration. Potency, µM (titrated, usually from 45.5 µM), without a hit: at the highest dose activity change, negative = inhibition, actives largely listed as inhibitors. actives 0.21% (n = 410,000). AID 624170; further: on the % scale 0 is the no-effect control and ±100 the full control effect
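hKGA in 45 mM KH2PO4 pH 8.2, 0.02% Tween-20 with pin-transferred compounds; 1 mM L-glutamine (stock) plus glutamate oxidase/HRP/Amplex Red coupling added. Fluorescence read initially and after 30 min at RT.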
BAZ2B block: blocks human BAZ2B; Q9UIF8; AlphaScreen BAZ2B-H3K14Ac peptide displacement; Potency, µM (top dose mostly 114 µM), for the others: at the highest dose activity change, negative = inhibition, most hits filed as inhibitors; actives 4.4% (n = 360,000); AID 504333; further: on the % scale 0 is the no-effect control and ±100 the full control effect; nearly all actives have a fitted effect of over 60% in size
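AlphaScreen luminescence quantifies BAZ2B engagement of H3K14Ac peptide; the protein and biotinylated peptide are both at 50 nM final, buffer PBS pH 7.4 with 0.01% Tween-20, all steps at room temperature.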
Pin1 inh: inhibitors of human Pin1 | Pin1 FP peptide displacement, HiFluor488, 10 min | actives 0.009% (n = 390,000) | Potency, µM (titrated, usually from 115 µM), for the others: top-dose activity, negative = inhibition, usual class: inhibitors | Q13526; active means well fitted inhibition curve with a large enough effect in the polarisation, with a control signal flat, not every such curve was filed as active; inconclusive means small, poorly fitted or top-dose-only effect, or effect the other way, or a change in a side signal; inactive means no such curve, though single readings can be large or run the other way; the % refers to the polarisation; further: on the % scale 0 is the no-effect control and ±100 the full control effect
JMJD2A Tudor inh: blocks the human JMJD2A Tudor domain. AlphaScreen JMJD2A-Tudor / H3K4me3 peptide binding. actives 4.4% (n = 390,000). Potency, µM (titrated, usually from 114 µM), for the others: at the highest dose activity change, negative = inhibition, most hits filed as inhibitors; further: on the % scale 0 is the no-effect control and ±100 the full control effect; nearly all actives have a fitted effect of over 50% in size
G9a inh: G9a (human) methyltransferase inhibition; G9a H3K9 monomethylation, AlphaScreen, 2 h; Potency, µM (top dose mostly 102 µM), for inactives: at the highest dose activity, negative = inhibition, actives largely listed as inhibitors; actives 8.8% (n = 350,000); AID 504332; further: on the % scale 0 is the no-effect control and ±100 the full control effect; nearly all actives have a fitted effect of over 75% in size
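Quantitative HTS format: methyltransferase activity on a biotin-tagged H3K9 peptide is measured by AlphaScreen, using a rabbit anti-monomethyl-H3K9 antibody with streptavidin donor and anti-IgG acceptor beads. Final levels are 20 nM enzyme, 500 nM peptide, 20 uM SAM; 2 h RT.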
PGK inhibitor: inhibitors of T. brucei phosphoglycerate kinase | PGK/GAPDH coupled, Kinase-Glo luminescence, 60 min | actives 0.043% (n = 380,000) | P07378 | Potency, µM (titrated, usually from 57.5 µM), for the others: top-dose activity change, negative = inhibition, most hits filed as inhibitors; further: on the % scale 0 is the no-effect control and ±100 the full control effect; nearly all actives have a fitted effect of over 60% in size
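Luminescent ATP detection (Kinase-Glo Plus) follows a 60-minute room-temperature incubation, with wells lacking PGK as controls. Buffer: 100 mM TEA (pH 7.6), 5 mM MgCl2, 0.01% Tween-20. Coupling enzyme GAPDH (100 nM final) supplies unstable 1,3-BPG in-well.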
HP1b binding inh: blocks HP1-beta chromodomain binding to methylated histone tails. actives 0.56% (n = 390,000). Potency, µM (highest dose often 114 µM), inactives show top-dose activity change, negative = inhibition, hits mostly inhibitors. AlphaScreen HP1-beta / biotin-H3K9me3 peptide binding. AID 540317. P83916; further: nearly all actives have a fitted effect of over 70% in size; inactives centre near 23
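AlphaScreen: HP1-beta (50 nM) preformed 30 min with biotin-H3(1-18)K9me3 peptide (50 nM) in PBS pH 7.4, 0.01% Tween-20. Compound added for 30 min at RT, then streptavidin donor/nickel chelate acceptor beads (10 ug/mL) for 30 min.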
BLM inh: Bloom syndrome helicase (human) inhibition; P54132; recombinant BLM DNA unwinding, fluorescence dequenching; Potency, µM (doses to about 56.1 µM), for inactives: top-dose activity change, negative = inhibition, hits mostly inhibitors; actives 0.2% (n = 350,000); AID 2528;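 further: plate controls were vehicle for no effect and no enzyme for full effect; nearly all actives have a fitted effect of over 35% in size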
* marks the source's active call; other numbers are inactive results; i = inactive; u = inconclusive; x = no result given; [ ] = remark or other dose. Unless noted, the call rests on the fitted dose curve; in most records, active means well fitted curve in the direction sought with a large enough effect; inconclusive means small, poorly fitted or top-dose-only effect, or another doubt; inactive means no such curve, though single readings can be large; an effect the other way counts as inactive or inconclusive. Potency means the concentration at half of the fitted maximal effect. An excerpt. The share of hits here may be higher or lower than overall.

Order of values – Pol iota inh, GLS inhibitor, BAZ2B block, Pin1 inh, JMJD2A Tudor inh, G9a inh, PGK inhibitor, HP1b binding inh, BLM inh
CS(=O)(=O)N1CC(C(=O)O)Oc2ccc(CC(=O)O)cc21 (configuration not stated)
 : u, u, 10%, u, u, u, u, 3%, -9%
Cc1cccc(N2CCN(C(=O)CCCCCn3c(=S)[nH]c4ccc(N5CCOCC5)cc4c3=O)CC2)c1C
 : 22%, 0%, -12%, 6%, -15%, 0%[0.0925 µM], i, 80%[activator], -5%
CCOc1c(Br)cc(C(N)=O)cc1OCc1ccccc1
 : 32%[activator], 2%, u, -4%, -19%, -5%[59 µM], -4%, 33%, -1%
N#CCC(=O)N/N=C\c1cc(Br)ccc1OC/C=C/c1ccccc1
 : 12%, -6%, -24%, 63%[activator], -5%, 15%, -7%, 50%[activator], 2%
C/C=C\C=C/C(=O)Nc1cccc(C2=NOC3(C2)C[C@@H](C(N)=O)N(C(=O)[C@H]2CCC(=O)N2)C3)c1 (some centres not stated)
 : -19%, -9%, 7%, 27%, u, 3%[12.7 µM], -2%, u, -6%
Nc1nc(-c2ccccc2)cn1N
 : 18%, 17%, u, 2%, -27%, 26%[59 µM], i, 11%, 0%
CCCc1nnc(NC(=O)CCC(=O)N2CCN(CCOc3ccc(C)cc3)CC2)s1
 : 8%, 7%, 19%, -2%, -6%, 24%[12.7 µM], -1%, 32%[activator], 2%
CCc1ccccc1NC(=O)Cn1ccn(-c2ccc(OC)cc2)c(=O)c1=O
 : 6%, 2%, -17%, -8%, -8%, 1%[59 µM], -5%, 36%, -2%
CCOC(=O)N1CCN(CC(=O)Nc2c(C(=O)OC)[nH]c3cccc(Cl)c23)CC1
 : 11%, 11%, -3%, -4%, -8%, 12%[59 µM], -2%, 8%, 1%
Cc1ccc(NC(=O)c2cc([N+](=O)[O-])ccc2N2CCOCC2)cc1S(=O)(=O)N(C)C
 : 42%[activator], 1%, -25%, -9%, -18%, -5%, -2%, -8%, -3%
O=C(CSc1nnc(-c2ccncc2)o1)N1CCc2ccccc2C1
 : 47%[activator], -6%, -1%, -9%, 5%, -1%, -3%, 27%, -7%
N=C1C2=C3Sc4ccccc4N3CCCC2=NN1c1cccc(S(=O)(=O)O)c1
 : u, -18%, u, 2%, -19%, u, -4%, 23%, -2%
Cc1cc(C)cc(N(CC(=O)NC2CCCC2)C(=O)CCC(=O)Nc2cc(C)ccn2)c1
 : 24%, -3%, 2%, -10%, -2%, 17%, i, 53%[activator], -2%
Cc1ccc(Nc2nnc(SC(C)C(=O)NC3CC3)s2)cc1 (configuration not stated)
 : 10%, 21%, -10%, -2%, -7%, u, 2%, 18%, x
Oc1ccc(N2CCN(c3nnnn3-c3ccccc3)CC2)cc1
 : -7%, 23%, x, 2%, -21%, 25µM*, -2%, u, 2%
COC(=O)c1ccc(NC(=O)CC2C(=O)N(c3cccc(OC)c3)C(=O)N2Cc2cccs2)cc1 (configuration not stated)
 : 10%, 2%, -12%, -1%, 1%, -5%[59 µM], 0%, 24%, -4%
NC(=O)CC(NC(=O)Cc1ccc(Br)cc1)c1ccc(N2CCc3ccccc3C2)c([N+](=O)[O-])c1 (configuration not stated)
 : 0%, 4%, u, 1%, -31%, x, i, 17%, -3%
CCc1ccccc1NS(=O)(=O)c1ccc2[nH]cc(C(=O)NCc3ccco3)c(=O)c2c1
 : 24%, -2%, 6%, 3%, -8%, -13%, -6%, 31%, -6%
COc1ccc(N(Cc2cc3ccc(C)cc3[nH]c2=O)S(=O)(=O)c2ccccc2)cc1
 : 16%, -1%, -26%, 9%, u, 14%, -10%, 33%, -2%
COC(=O)C(C)n1cnc2c(nnn2-c2ccc(C)cc2)c1=O (configuration not stated)
 : -13%, 1%, -2%, -4%, -14%, 16%, i, 19%, -1%
CC1CCCN(Cc2ccc(OCc3ccccc3)cc2)C1 (configuration not stated)
 : 116%[activator], 0%, 12%, -2%, -22%, x, -11%, 30%, 3%
O=C(Nc1ccc(F)cc1)C(=O)C1C(=O)Nc2ccccc21 (configuration not stated)
 : 89µM*, 33%[activator], -3%, -6%, -6%, x, -5%, 41%[activator], -3%
COc1cc(NC(=O)Cn2c(SCc3ccc(F)cc3)nc3cccnc32)cc(OC)c1
 : 7%, 4%, 4%, 1%, 2%, 7%[59 µM], -9%, 24%, -1%
Cc1nc(Cc2nnc(SCc3nc(N)nc(Nc4ccccc4C)n3)o2)cs1
 : 3%, -2%, 1%, 8%, -12%, 12%, i, 47%[activator], 2%
COc1ccc(NC(=S)Nc2cccc(C(C)=O)c2)cc1OC
 : 22%, 16%, u, 1%, -16%, u, -1%, -5%, -5%
CCOC(=O)N1CCN(C(=O)CCCn2c(=S)[nH]c3ccsc3c2=O)CC1
 : 164%[activator], -23%, u, -3%, 22µM*, 32µM*, 1%, 19%, 0%
CC(C)NC(=O)N(C)C[C@@H]1Oc2c(NC(=O)Nc3ccccc3)cccc2C(=O)N([C@H](C)CO)C[C@H]1C
 : -6%, -4%, x, 4%, -9%, x, -4%, 34%[activator], x
CC[C@]12C(=O)N(C)C[C@H]([C@@H]3C(=O)N(C)C(=O)[C@@H]31)N2C(=O)c1ccccc1
 : 25%, 0%, x, -11%, -8%, x, 2%, 33%, x
CCOc1ccc(S(=O)(=O)N2CCOCC2)cc1NC(=O)CSCc1ccc(C)cc1
 : 21%, 0%, -1%, 25%, -22%, -4%[12.7 µM], -1%, 28%, x
COc1ccc(S(=O)(=O)N(CC(=O)Nc2cccnc2)c2ccc(C)cc2)cc1OC
 : 31%[activator], 7%, -1%, 21%, -28%, -18%[59 µM], 6%, 36%, 1%

Next section:
Order of values – Pol iota inh, GLS inhibitor, BAZ2B block, Pin1 inh, JMJD2A Tudor inh, G9a inh, PGK inhibitor, HP1b binding inh, BLM inh
CCN(CC)CC(=O)NCc1cc(-c2ccc(OC)cc2)no1
 : -17%, 8%, -14%, -2%, -13%, 4%, 2%, 11%, -3%
COc1ccc(NC(=O)CN2C(=O)C(c3ccccc3)=NC23CCCCCC3)cc1
 : 7%, 0%, 6%, -2%, -24%, 17%, 3%, 6%, -5%
O=C1CSC(c2cccnc2)N1CCc1ccccn1 (configuration not stated)
 : -16%, 5%, u, -11%, -15%, x, i, -6%, 2%
O=C(NCC1(N2CCCCC2)CCCCC1)C1CC(=O)N(c2ccc3c(c2)OCCO3)C1 (configuration not stated)
 : 144%[activator], -3%, -11%, 6%, -5%, -34%, -4%, 16%, -1%
COc1ccc(S(=O)(=O)Nc2cc(-c3cn4ccc(C)cc4n3)ccc2C)cc1OC
 : -8%, -2%, -30%, 20%, u, -33%[59 µM], -7%, 9%, -2%
COC(=O)c1cc(C(=O)OC)cc(N2C(=O)CC(NNC(=O)c3ccc(C)cc3)C2=O)c1 (configuration not stated)
 : 79%[activator], -39%, -31%, 1%, u, -36%[59 µM], i, -12%, 7%
O=C(NCCNC(=O)Oc1cccc2ccccc12)Oc1cccc2ccccc12
 : 135%[activator], -21%, x, -3%, u, x, -1%, u, x
COc1ccc(-c2nc(CS(=O)CC(=O)NCc3cccnc3)c(C)o2)cc1 (configuration not stated)
 : 22%, -13%, -2%, -2%, -2%, -10%, -7%, 28%, 4%
CC(C)(C)C(=O)N1CCn2c1nc1ccccc12
 : 38%[activator], 2%, 56µM*, 3%, -14%, 21%, i, -3%, 5%
CC(C)C1=NN2C(=N)CC(=O)N=C2S1
 : 20%, 5%, 3%, 3%, 1%, x, x, 20%, -1%
CC(NC(=O)CCc1nnc(C2(c3ccc(Cl)cc3)CCC2)o1)C1CC1 (configuration not stated)
 : -7%, -2%, 1%, -5%, 1%, 5%, i, 33%, -3%
COc1ccccc1Oc1nnnn1-c1ccc(C(N)=O)cc1
 : -16%, -8%, 8%, -7%, 0%, 0%[59 µM], -6%, 24%, 3%
Cn1ccnc1C1CCCCN1Cc1nc(Cc2ccccc2F)no1 (configuration not stated)
 : 8%, -7%, -9%, 0%, 1%, -24%, -3%, 36%, -1%
COc1ccc2c(c1)c(C(C)=O)c(C)n2-c1ccc(C(C)=O)cc1
 : 20%, -10%, 0%, 1%, -9%, 17%, i, -6%, 0%
CCCCCNCc1ccc(Cl)cc1
 : 39%[activator], -16%, -37%, 1%, 1%, -29%, -1%, 47%[activator], -1%
Cc1cc(C)cc(Nc2nc(-c3ccc(S(=O)(=O)N4CCCC4)cc3)cs2)c1
 : -7%, -6%, u, 16%, u, u, -1%, -2%, -7%
O=C(Nc1cccnc1)c1cccnc1
 : 6%, 9%, 4%, -5%, -8%, u, -2%, 27%, -5%
Cc1ccccc1NS(=O)(=O)c1ccc(F)cc1
 : -7%[58.9 µM], -6%, 2%, 6%, -8%, 7%[59 µM], -1%, 37%[activator], -4%
Cc1ccc(NC(=S)N(CCCN(C)C)Cc2cc3cc4c(cc3[nH]c2=O)OCO4)cc1
 : 40%[activator], -20%, -4%, 3%, -27%, -1%, -13%, 3%, 5%
Cc1cc(C)nc(SCC(=O)N/N=C/C=C/c2ccccc2)n1
 : 7%, 1%, u, 5%, -11%, u, -7%, 48%[activator], 6%
Cc1cccc(NC(=O)CN(C)C(=O)C2CCCC2)c1C
 : -8%, -5%, 10%, -3%, 8%, -64%[12.7 µM], -2%, 35%[activator], x

One compound at a time (already shown). Values in the order: Pol iota inh	GLS inhibitor	BAZ2B block	Pin1 inh	JMJD2A Tudor inh	G9a inh	PGK inhibitor	HP1b binding inh	BLM inh
Cc1nc(Cc2nnc(SCc3nc(N)nc(Nc4ccccc4C)n3)o2)cs1 as listed: 3%	-2%	1%	8%	-12%	12%	i	47%[activator]	2%
NC(=O)CC(NC(=O)Cc1ccc(Br)cc1)c1ccc(N2CCc3ccccc3C2)c([N+](=O)[O-])c1 (configuration not stated) as listed: 0%	4%	u	1%	-31%	x	i	17%	-3%
